Screens: PubChem, several laboratories
GSK3beta inhib: human GSK3beta kinase inhibitors, primary screen, biochemical, cell-free homogeneous, HTS. activity score (negative = inhibition), % at 10 µM. 0.038% of 300,000 active. GST-GSK3beta kinase, ADP-Glo luminescence, 60 min; stronger effect = lower value. Glycogen synthase kinase-3 beta (Homo sapiens), P49841;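 active = more than half of replicate wells score below -50%, meaning over 50% inhibition versus plate controls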;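 also: 0% = median DMSO wells and -100% = median GW8510 positive control wells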
Target sequence (P49841 whole entry, looked up): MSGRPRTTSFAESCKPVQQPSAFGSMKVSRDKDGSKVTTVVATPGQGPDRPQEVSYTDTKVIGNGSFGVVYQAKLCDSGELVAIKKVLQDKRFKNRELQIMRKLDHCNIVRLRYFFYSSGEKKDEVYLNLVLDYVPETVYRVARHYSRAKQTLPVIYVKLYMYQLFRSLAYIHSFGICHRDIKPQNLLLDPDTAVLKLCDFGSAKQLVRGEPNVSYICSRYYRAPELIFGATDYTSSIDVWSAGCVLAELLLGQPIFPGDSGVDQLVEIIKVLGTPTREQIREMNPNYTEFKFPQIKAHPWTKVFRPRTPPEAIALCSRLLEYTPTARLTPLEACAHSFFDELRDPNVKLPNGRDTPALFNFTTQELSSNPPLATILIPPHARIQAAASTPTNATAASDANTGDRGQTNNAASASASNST
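Assay system: GST-fused GSK3beta enzyme, cell-free / Medium: Tris pH 7.5 buffer with MgCl2, DTT, BSA, heparin / Also added: peptide substrate plus 25 µM ATP (final) / Compound: 10 µM single point / Timing: kinase reaction with compound 60 min at room temperature / Detection: ADP-Glo luminescence / Benchmarks: DMSO neutral wells and GW8510 at 20 µM as positive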
hERG rescue: hERG rescue from dofetilide block, primary screen, cell-based, CHO-hERG, FluxOR thallium flux, dofetilide IC70 | Voltage-gated inwardly rectifying potassium channel KCNH2 (Homo sapiens), Q12809 | dofetilide IC70 present | activation (rescue from dofetilide block), less the hit threshold, % at 10 µM | 0.51% of 310,000 active;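 active = activation above the mean of controls blocked by dofetilide plus 5 SD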;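 also: thallium influx through hERG after potassium depolarization seen as dye fluorescence rise; in these data hits start at about 4.7%; inactives centre near -7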
KCNQ1 act: potentiators or activators of KCNQ1 channel, primary screen, cell-based, thallium flux, high-throughput; AID 2648, 2010; CHO-K1 KCNQ1, thallium flux FluxOR fluorescence; stronger effect = higher value; Potassium voltage-gated channel subfamily KQT member 1 (Homo sapiens), P51787; B-score at 10 µM; 0.35% of 310,000 active;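 active = fluorescence ratio B-score, a plate-corrected score, at least three library SD, with initial intensity B-score within 5 SD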
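Assay system: CHO-K1 cells stably expressing KCNQ1. Medium: assay buffer for compound exposure, DMSO matched across wells. Timing: 37 °C overnight plating, 90-min dark dye load, 20-min compound pretreatment. Signal: kinetic FluxOR fluorescence, 10 s baseline plus 110 s post-stimulus.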
KCNK9 inh: KCNK9 potassium channel inhibitors, primary screen, HEK293 cells, thallium flux. Potassium channel subfamily K member 9 (Homo sapiens), Q9NPC2. FluxOR thallium flux fluorescence; stronger effect = lower value. B-score at 10 µM. 1.2% of 310,000 active. AID 488922, 2010;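 active = ratio B-score over 3 SD below the library mean, with starting fluorescence within 5 SD of its mean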;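 also: negative B-score means less thallium flux so channel inhibition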
Target sequence (Q9NPC2 whole entry, looked up): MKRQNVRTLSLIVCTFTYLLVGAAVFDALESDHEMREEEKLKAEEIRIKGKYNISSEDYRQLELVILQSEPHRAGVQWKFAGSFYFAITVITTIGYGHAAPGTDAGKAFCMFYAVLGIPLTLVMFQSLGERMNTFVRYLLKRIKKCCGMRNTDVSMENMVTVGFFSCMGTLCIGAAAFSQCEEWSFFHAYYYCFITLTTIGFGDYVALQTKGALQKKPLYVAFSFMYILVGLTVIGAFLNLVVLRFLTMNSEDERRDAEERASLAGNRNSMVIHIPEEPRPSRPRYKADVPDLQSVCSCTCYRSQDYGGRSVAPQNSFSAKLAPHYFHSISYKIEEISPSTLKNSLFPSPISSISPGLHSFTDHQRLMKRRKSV
RGS4 pot: RGS4 potentiators or activators, primary screen, cell-based, HEK293 M3R inducible RGS4, calcium flux; carbachol calcium flux Fluo4; stronger effect = lower value; B-score at 10 µM; 0.92% of 310,000 active; AID 463111, 2010;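 active = B-score of the integrated calcium signal more than 4 SD below the library mean, with starting fluorescence not abnormally high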;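 also: negative B-score means reduced calcium response which marks RGS4 activation or potentiation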
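Material: M3R-expressing HEK293 line, RGS4 induced by doxycycline | Schedule: Overnight RGS4 induction, 30 min dye load 37 °C, 20 min compound RT | Measured by: Fluo4 fluorescence kinetic imaging of calcium | Read-out: Integrated calcium ratio converted to B score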
KCNK3 inh: human KCNK3 channel inhibitors, primary screen, CHO cells, FluxOR thallium flux, B-score | B-score at 10 µM | FluxOR fluorescence; stronger effect = lower value | 0.84% of 340,000 active;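 active = B-score under library mean minus 4 SD, starting fluorescence ratio at most library mean plus 5 SD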;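 also: more negative B-score means stronger inhibition of thallium flux through KCNK3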
GSK3 alpha inh: blockers of GSK3A enzyme activity – biochemical, luminescence, cell-free homogeneous, HTS, primary screen. 0.1% of 320,000 active. GSK-3 alpha kinase, ADP-Glo luminescence, 60 min. Glycogen synthase kinase-3 alpha (Homo sapiens), P49840. AID 2650, 2010. inhibition, % at 10 µM;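 in the data active = inhibition above about 50%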;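 also: GST-tagged GSK-3 alpha with peptide substrate and 25 µM ATP; 0% = DMSO neutral wells and 100% = GW8510 positive control wells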
RGS4 inh: RGS4 inhibitors, primary screen, cell-based, HEK293 M3R inducible RGS4, calcium flux; Regulator of G-protein signaling 4 (Homo sapiens), P49798; Fluo-4 calcium flux; stronger effect = higher value; triggered by carbachol at its EC20; B-score at 10 µM; 0.45% of 310,000 active;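 active = B-score, a plate-corrected calcium signal, over three deviations above library mean, with baseline fluorescence within five deviations of library mean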;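 also: RGS4 expression induced by doxycycline in cells with stable M3 receptor; B-score is computed from the integrated fluorescence ratio over baseline after carbachol; higher B-score means a larger calcium signal and so more RGS4 inhibition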
Target sequence (P49798 whole entry, looked up): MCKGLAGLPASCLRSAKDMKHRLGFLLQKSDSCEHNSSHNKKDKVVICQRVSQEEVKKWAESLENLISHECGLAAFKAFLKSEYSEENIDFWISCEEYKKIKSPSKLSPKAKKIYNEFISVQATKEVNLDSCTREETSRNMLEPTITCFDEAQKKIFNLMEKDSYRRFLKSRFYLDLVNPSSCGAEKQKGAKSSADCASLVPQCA
Dyrk1A ADPGlo: rat Dyrk1A kinase inhibitors, primary screen, biochemical, single point, plate reader. Dual specificity tyrosine-phosphorylation-regulated kinase 1A (Rattus norvegicus), Q63470. 0.43% of 310,000 active. ADP-Glo luminescence, NFATc1 peptide. inhibition, % at 12.5 µM; in the data active = inhibition above about 50%;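 also: plate controls were vehicle with enzyme for no effect and no enzyme for full effect; many of its hits are not listed in these tables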
PolyA inh: polyadenylation inhibitors in yeast reporter cells, primary screen, luminescence, S. cerevisiae; S. cerevisiae SKY197-pL101 polyadenylation reporter, beta-gal luminescence; efflux-impaired pdr1/pdr3 knockout yeast; score 100 = 6 SD above DMSO; calls only at 12 µM; 0.02% of 300,000 active; AID 1875, 2009;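 active = lowest replicate activity score at least 50, where 100 means six control SD above control mean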;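 also: yeast exposed to compound for 9 h at 30 °C; higher score means more reporter readthrough which indicates perturbed polyadenylation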
KCNQ1 inh: inhibitors of human KCNQ1 channel, primary screen, cell-based, thallium flux, high-throughput. Potassium voltage-gated channel subfamily KQT member 1 (Homo sapiens), P51787. CHO-K1 KCNQ1, FluxOR thallium flux fluorescence; stronger effect = higher value. B-score at 10 µM. 1.3% of 310,000 active;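 active = compounds whose thallium flux B-score, printed positive for inhibition, exceeds three library SD while starting fluorescence stays within three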;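 also: channel opened by potassium depolarization with thallium stimulus after 20 min compound exposure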
An asterisk follows results filed as active; i = inactive; / = not tested or not shown. Only part of the results is shown (hit frequency here may not be typical).

The line under a structure holds: GSK3beta inhib	Dyrk1A ADPGlo	GSK3 alpha inh	hERG rescue	PolyA inh	KCNQ1 inh	RGS4 inh	KCNK3 inh	KCNQ1 act	KCNK9 inh	RGS4 pot
CCOC(=O)c1cnc2c(OC)cccc2c1N1CCN(c2ccc(OC)cc2)CC1
  -6	0	2	-7	i	i	i	i	i	i	i
COc1ccc(Cl)cc1S(=O)(=O)NC(C)C(=O)NCCCn1ccnc1 (stereo not drawn)
  -3	9	-1	-8	i	i	i	i	i	i	i
COc1ccc(N2CCN(CC(O)COC(c3ccccc3)c3ccccc3)CC2)cc1 (stereo not drawn)
  0	-3	-2	-14	i	i	i	i	i	i	i
O=C(NCc1nc2ncc(Br)cc2[nH]1)c1ccccc1
  5	19	3	6.2*	i	i	i	i	i	i	i
CCCn1c(SCC(=O)NC2CCCc3ccccc32)n[nH]c1=O (stereo not drawn)
  3	1	-3	-10	i	i	i	i	i	i	i
O=C(O)c1ccc2c(=O)[nH]c(CN3CCOCC3)nc2c1
  -2	3	/	-1	i	i	i	i	i	i	i
CCOc1ccc(CCNC(=O)COC(=O)CNS(=O)(=O)c2ccc(C)cc2)cc1OCC
  -1	-9	0	-20	i	i	i	i	i	i	i
CN(C)CCC1CCN(c2cc(C#N)c(C#N)cc2[N+](=O)[O-])CC1
  -5	/	8	-7	i	i	i	i	i	i	i
N#CC(C#N)=C1NC2(CCCC2)Cc2ccccc21
  -5	-8	15	-10	i	i	i	i	i	i	i
CN1C(=O)[C@@H]2[C@H](C1=O)[C@@H]1C(=O)Nc3ccccc3C(=O)N1[C@@H]2c1ccc(F)cc1
  -4	-1	0	-7	i	i	i	i	i	i	i
CCC(C)c1ccc2oc(-c3ccc(NC(=O)Cn4cnc5c(=O)n(C)c(=O)n(C)c54)cc3)nc2c1 (stereo not drawn)
  -2	6	-1	-12	i	i	i	i	i	i	i
C=CCn1c(SCC(=O)N2CCN(CCO)CC2)nc2sc3c(c2c1=O)CCC3
  -2	-6	1	-9	i	i	i	i	i	i	i
COc1ccccc1/C=C/C(=O)N1CCC(c2ccccc2)C1 (stereo not drawn)
  2	1	-2	-6	i	i	i	i	i	i	i
CC1(C)C(=O)Nc2ccccc2N1C(=O)CSc1nnc2ccccn12
  2	-4	0	-6	/	i	i	i	i	i	i
Cc1nnc(SCC(=O)N2CCOCC2)s1
  2	4	-3	-6	i	i	i	i	i	i	i
CCNCc1cc(Cl)c(OCc2ccccc2)c(OCC)c1
  -1	8	2	-9	i	i	i	i	i	i	i
Fc1ccc(CNc2nc(-c3ccccc3)nc3ccccc23)cc1
  0	-1	/	-13	i	i	i	i	i	i	i
Cn1c(=O)n(C)c2cc(S(=O)(=O)NCc3ccccc3)ccc21
  0	5	-1	-3	i	i	i	i	i	i	i
CCOc1ccc(C2/C(=C(\O)c3ccc4c(c3)OCCO4)C(=O)C(=O)N2CCCN2CCOCC2)cc1 (stereo not drawn)
  2	-4	-1	-6	i	i	i	i	i	i	i
COc1ccc2c(c1)O[C@H](c1ccc3c(c1)OCO3)[C@@H](O)C2=O
  0	28	5	-8	i	i	i	i	i	i	i
O=C(COC(=O)/C=C/c1cccs1)Nc1ccccc1Cl
  1	2	-3	-1	i	i	i	i	i	i	i
Cn1c(NC(=O)Cc2cccc3ccccc23)cc(=O)n(C)c1=O
  0	12	0	-1	i	i	i	i	i	i	i
Cc1cc(C)nc(N2C(=O)CC(Cc3ccc(Cl)cc3)C2=O)n1 (stereo not drawn)
  -2	6	0	-7	i	i	i	i	i	i	i
O=C(CCc1nc2ccccc2[nH]1)NCc1ccc2c(c1)OCO2
  2	2	1	-9	i	i	i	i	i	i	i
COCCSc1ccccc1C(=O)NCc1cccnc1
  2	0	-1	-12	i	i	i	i	i	i	i
CCn1c(C)cc(/C=C2/SC(=S)NC2=O)c1C
  -1	-3	9	-11	i	i	i	i	i	i	i
CCOc1cccc2sc(N(CCCN(C)C)C(=O)c3ccc(S(=O)(=O)N4CCCCCC4)cc3)nc12
  -4	-2	8	-14	i	i	i	i	i	i	i
COc1ccc(/C=N/NC(=O)c2ccc(CSc3nncn3C)cc2)cc1OC
  -1	3	-2	-6	i	i	i	i	i	i	i
N#CC1(c2ccc(NC(=O)c3ccccc3F)cc2)CCCC1
  -1	10	0	-13	i	i	i	i	i	i	i
Cc1c(C)n(CCC(=O)O)c2ccccc12
  -1	-3	-4	-10	i	i	i	i	i	i	i
CC(=O)CC(C)(C)S(=O)(=O)c1ccc(Oc2ccc(S(=O)(=O)C(C)(C)CC(C)=O)cc2)cc1
  2	1	0	-11	i	i	i	i	i	i	i
CCc1nnc(NC(=O)/C=C/c2ccco2)s1
  1	-3	-1	-12	i	i	i	i	i	i	i
CN(C(=O)CC1C(=O)NCCN1C/C=C/c1ccccc1)C1CCOCC1 (stereo not drawn)
  1	/	-3	-11	i	i	i	i	i	i	i
Oc1ccc(/C=N/Nc2nc(-c3cccnc3)nc3ccccc23)c(O)c1
  1	-1	1	-5	i	i	i	i	i	i	i
O=C(NCCCNC(=O)c1cnccn1)c1ccc(Cl)cc1
  -1	-1	1	1	i	i	i	i	i	i	i
CCOC(=O)C1=C(Nc2ccc(C)cc2)CC(C)(O)C(C(=O)OCC)C1c1ccccc1 (stereo not drawn)
  -2	-2	/	-14	i	i	i	i	i	i	i
COc1ccccc1N1CCN(C(=O)c2ccc(N(C)S(=O)(=O)c3ccccc3)cc2)CC1
  1	4	0	-9	i	i	i	i	i	i	i
CC(C)c1ccc(NC(=O)N2CCc3ccccc3C2)cc1
  -1	-1	1	-7	i	i	i	i	i	i	i
O=C(c1ccc2c(c1)OCO2)N1CCN(c2cccc(C(F)(F)F)c2)CC1
  2	7	0	-11	i	i	i	i	i	i	i
COc1cc(/C=C/C(=O)O)cc(OC)c1
  1	11	0	-2	i	i	i	i	i	i	i
Cc1ccc2[nH]c(CNC(=O)C3CCCCC3)cc2c1
  -5	-7	-1	-4	i	i	i	i	i	i	i
COc1ccc([N+](=O)[O-])cc1NC(=O)C1(c2ccccc2)CCOCC1
  1	-5	/	-15	i	i	i	i	i	i	i
CCC(C)NC(=O)c1ccccc1-c1ccccc1C(=O)NC(C)CC (stereo not drawn)
  0	-1	2	-19	i	i	i	i	i	i	i
COc1ccc(-n2ncc3c(NCC(C)C)ncnc32)cc1
  5	2	-1	-9	i	i	i	i	i	i	i
CCOC(=O)c1cn(CC)c2cc(N3CCOCC3)c(F)cc2c1=O
  0	3	0	-4	i	i	i	i	i	i	i
Cc1ccc(-c2cc(-c3n[nH]c(=S)n3C)c3ccccc3n2)cc1
  3	2	2	-15	i	i	i	i	i	i	i
COCCCn1nnnc1SCC(=O)Nc1ccc2c(c1)OCCO2
  0	-4	0	-13	i	i	i	i	i	i	i
COc1ccc(S(=O)(=O)NCCC(=O)NC2CCCCCCC2)cc1
  2	1	-1	-14	i	i	i	i	i	i	i
COc1ccccc1CN1[C@@H](CC(C)=O)c2cc(C(F)(F)F)ccc2S1(=O)=O
  -4	32	3	-8	i	i	i	i	i	i	i
C/C(=N\Nc1ccc(Cl)c(C(=O)O)c1)c1ccc2c(c1)OCO2
  2	-9	-9	-8	i	i	i	i	i	i	i
O=C(Nc1nsc(-c2ccccc2)n1)c1ccncc1
  2	19	6	-5	i	i	i	i	i	i	i
COc1ccc(N2CCN(C(=O)CCC(=O)NNc3nc4ccccc4c4nc(C)nn34)CC2)cc1
  1	-2	-2	-5	i	i	i	i	i	i	i
CC(=O)c1oc2ccccc2c1NC(=O)CN1CCCCC1
  4	3	1	-1	i	i	i	i	i	i	i
Cc1cc(OCC#N)nc(N)n1
  4	3	-4	-7	i	i	i	i	i	i	i
Cc1ccc(S(=O)(=O)NNC(=O)C2CCN(Cc3ccccc3)CC2)cc1
  3	2	0	-9	i	i	i	i	i	i	i
Brc1ccc(-n2cc(-c3ccccc3)c3c(NN4CCOCC4)ncnc32)cc1
  5	0	-2	-12	i	i	i	i	i	i	i
CC(=O)Nc1ccc(S(=O)(=O)NC(CC(=O)O)c2ccc(OC(C)C)cc2)cc1 (stereo not drawn)
  -1	9	-2	-9	i	i	i	i	i	i	i
O=C1c2ccccc2C(=O)N1n1cccc1
  4	-2	-1	-3	i	i	i	i	i	i	i
O=C(CSc1nc2ccccc2o1)N/N=C/c1ccc(O)c(O)c1
  -2	24	10	-15	i	i	i	i	i	i	i
O=C(CSc1nnc2sc3ccccc3n12)c1ccco1
  2	23	1	-2	i	i	i	i	i	i	i
CNC(=O)NC(=O)C(OC(=O)Cc1cccc(C(F)(F)F)c1)c1ccccc1 (stereo not drawn)
  3	4	-1	-3	i	i	i	i	i	i	i
COc1cc(OC)c(N(C)C(=O)CCNC(=O)Cn2cnc3ccccc3c2=O)cc1Cl
  2	3	-2	-3	i	i	i	i	i	i	i
CCOc1ccccc1N1CCN(c2nc3ccccc3nc2C(C#N)C(=O)OC)CC1 (stereo not drawn)
  -1	-4	0	-9	i	i	i	i	i	i	i
